# TLR4 MyD88 comp – inhibitors of TLR4-MyD88 association in cells, primary screen, cell-based, HeLa CL3-4, BLA complementation, FRET ratio; Toll-like receptor 4 (Homo sapiens) + Myeloid differentiation primary response protein …; HeLa CL3-4 TLR4/MyD88 BLA complementation; inhibition, % at 8.4 µM; 200,000 tested, 0.18% active; in the data active means inhibition above about 25%;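 further: 0% = vehicle and 100% = reference inhibitor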
# Target sequence (O00206 whole entry, looked up): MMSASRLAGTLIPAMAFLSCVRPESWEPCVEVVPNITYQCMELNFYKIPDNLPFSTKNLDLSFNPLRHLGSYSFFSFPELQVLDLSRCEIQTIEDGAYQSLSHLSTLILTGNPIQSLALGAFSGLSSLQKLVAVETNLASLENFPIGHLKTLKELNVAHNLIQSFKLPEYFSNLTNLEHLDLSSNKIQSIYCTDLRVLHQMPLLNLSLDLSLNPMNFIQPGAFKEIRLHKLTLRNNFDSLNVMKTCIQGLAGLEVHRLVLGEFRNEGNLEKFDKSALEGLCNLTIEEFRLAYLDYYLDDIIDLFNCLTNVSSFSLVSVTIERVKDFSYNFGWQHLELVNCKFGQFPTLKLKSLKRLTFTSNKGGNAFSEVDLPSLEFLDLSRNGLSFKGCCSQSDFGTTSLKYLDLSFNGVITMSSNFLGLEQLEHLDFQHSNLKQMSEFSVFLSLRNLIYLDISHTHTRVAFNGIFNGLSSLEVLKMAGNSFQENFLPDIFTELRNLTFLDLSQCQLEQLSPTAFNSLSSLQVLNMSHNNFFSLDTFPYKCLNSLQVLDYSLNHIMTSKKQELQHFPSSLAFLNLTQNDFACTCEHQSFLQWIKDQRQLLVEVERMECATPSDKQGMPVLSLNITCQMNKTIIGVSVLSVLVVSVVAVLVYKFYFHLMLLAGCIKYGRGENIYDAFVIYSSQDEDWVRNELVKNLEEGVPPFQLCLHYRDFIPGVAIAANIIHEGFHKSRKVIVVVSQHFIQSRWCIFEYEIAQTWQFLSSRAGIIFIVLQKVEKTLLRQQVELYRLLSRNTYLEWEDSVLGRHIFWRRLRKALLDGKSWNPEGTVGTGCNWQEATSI
# Target sequence (Q99836 whole entry, looked up): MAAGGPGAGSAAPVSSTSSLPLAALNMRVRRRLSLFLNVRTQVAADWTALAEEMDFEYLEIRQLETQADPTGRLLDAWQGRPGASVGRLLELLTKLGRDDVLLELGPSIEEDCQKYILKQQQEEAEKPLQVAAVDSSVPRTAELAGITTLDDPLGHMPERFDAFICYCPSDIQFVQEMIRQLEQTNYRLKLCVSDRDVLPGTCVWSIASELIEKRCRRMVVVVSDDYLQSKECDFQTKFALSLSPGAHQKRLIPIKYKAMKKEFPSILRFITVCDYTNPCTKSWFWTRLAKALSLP
# APP transl inh – inhibitors of APP translation via 5'UTR reporter, primary screen, APP 5'UTR luciferase, SH-SY5Y cells. SH-SY5Y APP 5'UTR-luciferase reporter, luminescence. inhibition, % at 2 µM. 190,000 tested, 0.82% active. AID 1285, 2008;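 active means inhibition above a set limit, derived from the sample mean plus 3 SD, cut at about 45% in these data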; further: values of inactives mirror those of a sister screen read the other way
# NF-kB expr up – activators of NF-kB expression in neurons, primary screen, cell-based, HTS | human neuronal cells, NF-kB reporter expression; hits give high values | 190,000 tested, 1.6% active | fold change at 12.5 µM; in the data active means fold change above about 3.3
# APP 5'UTR act – activators of APP 5'UTR luciferase reporter, primary screen, SH-SY5Y cells | SH-SY5Y APP 5'UTR luciferase reporter, luminescence; zero percent = DMSO vehicle wells | activation, % at 2 µM | 190,000 tested, 1% active;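 active means activation above a set limit, based on mean plus 3 SD of controls, cut at about 140% in these data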; further: values of inactives mirror those of a sister screen read the other way
# Diaph act CS – compounds boosting diaphorase resazurin reduction – biochemical, uHTS, resorufin fluorescence, counter-screen for diaphorase-coupled primary assays, primary screen | Diaphorase/resazurin coupled assay, 16 min; hits give high values; 1 = vehicle wells, 0 = NADH-free wells | activation factor at 20 µM | 190,000 tested, 0.005% active;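 active means diaphorase activity raised at least twofold by the compound at 20 µM; inactive means activation factor below 2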
#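 Measured by – red resorufin fluorescence at 544/590 nm excitation/emission · Test system – Clostridium kluyveri diaphorase, purified enzyme · Incubation – reaction time 16 min, room temperature · Buffer or medium – 50 mM HEPES pH 7.4 with 4.542 mM MgCl2, 0.005% Tween 20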
# FLuc inhib CS – firefly luciferase enzyme inhibitors, primary screen, artefact control for luciferase-based inhibitor screens, biochemical, luminescence, ATPLite. 200,000 tested, 1.5% active. Luciferin 4-monooxygenase (Photinus pyralis), P08659. 10 min. inhibition, % at 10 µM;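 active means inhibition above about 50% when tested at 10 µM, limit read from the data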
# STAT1 act – STAT1 signaling activators, primary screen, cell-based, HTS, luciferase reporter; NIH 3T3 STAT1-luciferase reporter, IFN-gamma, luminescence; 100% = IFN-gamma alone, no compound; activation (% of control), % at 5.5 µM; 200,000 tested, 2.6% active; AID 932, 2007;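 active means activation above the screen-wide mean activation plus 3 SD, cut at about 130% in these data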;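 further: raw ratio to IFN-gamma control signal so 100% means no change and 0% no light; values of inactives mirror those of a sister screen read the other way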
# Diaphorase inh – diaphorase inhibitors and chemical oxidizers, primary screen, counter-screen for diaphorase-coupled primary assays, biochemical, uHTS, resorufin fluorescence. diaphorase resazurin-to-resorufin fluorescence, NADH, 16 min; bacterial (C. kluyveri) enzyme, not human. inhibition, % at 20 µM. 190,000 tested, 0.69% active. AID 1217, 2008;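 active means primary screen inhibition at 20 µM above a set limit, cut at about 50% in these data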;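 further: plate controls were DMSO with full reaction for no effect and wells lacking NADH for full effect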
#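 System: Bacterial diaphorase enzyme (C. kluyveri) | Incubation: 16-min room-temperature incubation before reading | Benchmarks: No-NADH positive control and DMSO neutral control | Measured by: Resorufin fluorescence 544/590 nm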
# FLuc stim CS – FLuc activators, initial screening, artefact control for FLuc-dependent activation tests, biochemical, ATPlite luminescence; 200,000 tested, under 10 active; activation factor at 10 µM; ATPlite luciferase biochemical, 10 min; 0 = ATP-free wells, 1 = DMSO control; Luciferin 4-monooxygenase (Photinus pyralis), P08659; AID 1027, 2008;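 active means luciferase activation factor, scaled between plate controls, of at least 2 with compound at 10 µM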
#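 assay system = Luciferase/luciferin detection reagent, cell-free biochemical luciferase assay | also added = ATP substrate | times = 10 min post-reagent at room temperature | measured by = luminescence from luciferase reaction | measure = luciferase activation, seen as luminescence increase over controls | benchmarks = low control with PBS replacing ATP, high control enzyme plus ATP without compound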
# G6PDH counter – L. mesenteroides G6PDH inhibitors, counter-screen for G6PDH-coupled screening assays, biochemical, Leuconostoc mesenteroides enzyme; inhibition, % at 5 µM; glucose-6-phosphate dehydrogenase [Leuconostoc mesenteroides]; Purified L. mesenteroides G6PDH, diaphorase/resazurin coupled fluorescence, 45 min; 200,000 tested, 0.12% active; AID 1020, 2008; in the data active means inhibition above about 50%
# Numbers without * were called inactive; . = no result given.
# Each structure is followed by: TLR4 MyD88 comp, APP transl inh, NF-kB expr up, APP 5'UTR act, Diaph act CS, FLuc inhib CS, STAT1 act, Diaphorase inh, FLuc stim CS, G6PDH counter
- Cc1c(Cl)c([N+](=O)[O-])nn1CCCC(=O)Nc1cccc(O)c1
 : 9, 6, 1.1, -6, 0.9, -1, 94, 11, 1, 11
- COc1ccc(N(C(C)C(=O)Nc2ccc(S(=O)(=O)N3CCOCC3)cc2)S(C)(=O)=O)cc1 (stereo unspecified)
 : -2, 17, 1.4, -17, 0.9, -1, 104, 8, 1, 11
- CCSc1ccc2nnc(-c3cccc(F)c3)n2n1
 : -1, 2, 1.1, -2, 0.7, -6, 107, 32, 1.1, 3
- Cn1c(=O)cc(SCC(=O)Nc2ccc3c(c2)OCO3)c2ccccc21
 : -9, 3, 1.2, -3, 0.8, -6, 104, 23, 1.1, -2
- COC(=O)c1ccc(NC(=S)NCCc2ccccc2C)cc1
 : -7, -16, 1, 16, 0.7, -5, 99, 27, 1, 2
- CCN(CC)S(=O)(=O)c1ccc(NC(=O)CCC2CCCCC2)cc1
 : -8, -2, 0.81, 2, 0.8, -1, 95, 17, 1, 13
- COc1cccc(NC(=O)CNC(=O)c2ccc(C)cc2)c1
 : -14, 2, 1.5, -2, 1, 1, 90, 0, 1, -3
- COCCN1CCN(Cc2cn[nH]c2-c2cc3ccccc3o2)CC1
 : -3, -14, 1, 14, 0.9, -3, 101, 7, 1, 0
- C=CCN(c1ccc(OC)cc1)S(=O)(=O)c1ccc(Cl)c(C(=O)OCC(=O)NC2CC2)c1
 : -5, -6, 1.1, 6, 0.9, -4, 95, 12, 1, 2
- COc1ccc(OC)c(/C=C2/Sc3ccccc3C2=O)c1
 : 15, -15, 1.5, 15, 0.7, 14, 91, 30, 0.9, 14
- Cc1c(O)c(CN2CCCCC2)cc2c1oc(=O)c1ccccc12
 : 4, 2, 1.1, -3, 1, -6, 101, 5, 1.1, 6
- C=CCN1C(=NC(=O)CCC(=O)O)SC2CS(=O)(=O)CC21 (stereo unspecified)
 : 3, -13, 1.2, 13, 0.9, -5, 103, 9, 1, -5
- O=C(Cn1nc(Cc2cccnc2)c2ccccc2c1=O)NCc1ccc2c(c1)OCO2
 : -16, ., 1.1, ., 0.9, -7, 96, 7, 1.1, 16
- CCC(=O)N1CCN(c2ccc(NC(=O)c3ccccc3)cc2)CC1
 : -7, -15, 1.2, 15, 1, -8, 104, 2, 1.1, 9
- Cc1cccc(OCC(=O)N/N=C/C=C/c2ccco2)c1
 : -3, 0, 1.6, 0, 0.6, 11, 91, 37, 0.9, 3
- CC1(C)C2CCC(C2)C1(C)NC(=O)CNC1CCCCC1 (stereo unspecified)
 : 2, -2, 1.2, 2, 1.1, -5, 99, -6, 1, 2
- CCN1CCN(c2ncc(C(=O)Nc3cc(Cl)ccc3OC)c3ccccc23)CC1
 : -4, 4, 0.65, -4, 1, -5, 97, 3, 1, -27
- COc1cc(/C=C2/CCC/C(=C\c3cc(O)c(OC)c(Cl)c3)C2=O)cc(Cl)c1O
 : 0, -4, 1.3, 4, 0.8, 0, 97, 18, 1, -4
- Cc1ccc(C)c(NS(=O)(=O)c2cc(C(=O)NCCSC3CCCCC3)ccc2C)c1
 : -1, -10, 0.64, 10, 0.8, -9, 99, 23, 1.1, 12
- O=C(C1=C[C@@H](c2ccc(C(F)(F)F)cc2)C[C@@H](OCCCCO)O1)N1CCN(Cc2ccccc2)CC1
 : 5, -6, 0.75, 6, 0.7, -10, 101, 31, 1.1, 12
- CC1CCN(c2ccc(NC(=S)NC(=O)c3ccco3)cc2)CC1
 : -5, -15, 1.8, 15, 0.8, 14, 107, 22, 0.9, 2
- COC(=O)c1ccc(C(=O)OC)c(NC(=S)N2CCCCC2C)c1 (stereo unspecified)
 : 4, 14, 1.1, -14, 1, 3, 94, 4, 1, 1
- CC(C)OC(=O)c1ccc(COC(=O)c2cnccn2)cc1
 : 1, -9, 0.97, 9, 1, 13, 106, -1, 0.9, 2
- CCNc1nc(NC(C)C)nc(N(C#N)Cc2ccccc2)n1
 : 1, -14, 0.71, 14, 1, 1, 86, -1, 1, 4
- Nc1nc(CSC(=S)N2CCOCC2)nc(Nc2ccc(F)cc2)n1
 : 0, -22, 1.1, 22, 0.7, -3, 102, 29, 1, -14
- O=C1c2ccccc2NC(c2ccco2)N1NS(=O)(=O)c1ccccc1 (stereo unspecified)
 : -2, 15, 1.2, -15, 0.9, -3, 108, 5, 1, 5
- Cc1cc(C)n(CC(=O)c2ccc(Cl)cc2)n1
 : 13, -4, 1, 4, 0.9, -4, 101, 5, 1, -6
- Cc1ccc(NC(=O)Cn2nc(C)cc2C)cc1
 : 6, -5, 1.4, 5, 1, -4, 102, 0, 1, 11
- CCOC(=O)N1CCC(NC(=O)C2CCN(c3nc(-c4ccc(OC)cc4)no3)CC2)CC1
 : -1, 7, 0.96, -7, 0.9, -1, 93, 8, 1, 8
- CCOC(=O)c1nc(N)c(=O)n(-c2ccc(C)cc2)n1
 : -8, -16, 1.4, 16, 1, -6, 97, 3, 1.1, -4

# Full records as entered above. Screens in order: TLR4 MyD88 comp, APP transl inh, NF-kB expr up, APP 5'UTR act, Diaph act CS, FLuc inhib CS, STAT1 act, Diaphorase inh, FLuc stim CS, G6PDH counter
# Nc1nc(CSC(=S)N2CCOCC2)nc(Nc2ccc(F)cc2)n1 is listed as 0, -22, 1.1, 22, 0.7, -3, 102, 29, 1, -14
# O=C1c2ccccc2NC(c2ccco2)N1NS(=O)(=O)c1ccccc1 (stereo unspecified) is listed as -2, 15, 1.2, -15, 0.9, -3, 108, 5, 1, 5
# COCCN1CCN(Cc2cn[nH]c2-c2cc3ccccc3o2)CC1 is listed as -3, -14, 1, 14, 0.9, -3, 101, 7, 1, 0
# O=C(Cn1nc(Cc2cccnc2)c2ccccc2c1=O)NCc1ccc2c(c1)OCO2 is listed as -16, ., 1.1, ., 0.9, -7, 96, 7, 1.1, 16
# C=CCN(c1ccc(OC)cc1)S(=O)(=O)c1ccc(Cl)c(C(=O)OCC(=O)NC2CC2)c1 is listed as -5, -6, 1.1, 6, 0.9, -4, 95, 12, 1, 2

# Later entries.
mol,TLR4 MyD88 comp,APP transl inh,NF-kB expr up,APP 5'UTR act,Diaph act CS,FLuc inhib CS,STAT1 act,Diaphorase inh,FLuc stim CS,G6PDH counter
Cc1cccc(NC(=O)C2CCCN(C(=O)NC3CCCCC3)C2)c1C (stereo unspecified),19,0,1.4,0,1,-4,98,0,1,2
Cc1nc2sc(C(c3ccccc3)N3CCC(O)CC3)c(O)n2n1 (stereo unspecified),8,-6,0.89,6,0.9,-6,100,8,1.1,3
CCc1ccc(N2CCCn3c2nc2c3c(=O)n(CCN3CCOCC3)c(=O)n2C)cc1,.,.,.,.,1,-4,.,3,1,2
Cc1nc(Nc2nc3ccccc3o2)nc2c1CCC2,-11,-125,3.7*,125,0.8,66*,93,22,0.3,7
O=C(O)c1ccc(Oc2ccc(C(F)(F)F)cn2)cc1,-5,-19,1.1,19,1,-5,91,0,1,6
NC(Cc1ccccc1)C(O)(c1ccccc1)c1ccccc1 (stereo unspecified),-3,1,0.96,-1,0.9,-4,98,8,1,2
O=C(c1ccc(F)cc1)C1CCN(C(=O)NC2CCCCC2)CC1,4,9,0.99,-9,1,1,96,2,1,12
COCCNC(=O)CCCn1c(=O)c2cc(OC)c(OC)cc2n(CC(=O)Nc2ccccc2OC)c1=O,13,10,0.95,-10,1.2,-2,104,-16,1,13

# Quoted from the listing.
# In G6PDH counter, CCOC(=O)c1nc(N)c(=O)n(-c2ccc(C)cc2)n1 has the entry -4
# In NF-kB expr up, Cc1cccc(NC(=O)C2CCCN(C(=O)NC3CCCCC3)C2)c1C (stereo unspecified) has the entry 1.4
# In TLR4 MyD88 comp, CCN1CCN(c2ncc(C(=O)Nc3cc(Cl)ccc3OC)c3ccccc23)CC1 has the entry -4

# (next part)
mol,TLR4 MyD88 comp,APP transl inh,NF-kB expr up,APP 5'UTR act,Diaph act CS,FLuc inhib CS,STAT1 act,Diaphorase inh,FLuc stim CS,G6PDH counter
Cc1nn(C)c(C)c1Nc1ccc(N2C(=O)C3C4C=CC(C4)C3C2=O)cc1[N+](=O)[O-] (stereo unspecified),10,8,1.3,-8,1.1,2,79,-10,1,1
C=CCOC(=O)C1=C(C)NC(SCC(=O)N(CC)CC)=C(C#N)C1c1ccco1 (stereo unspecified),-15,7,0.84,-7,0.8,-4,92,24,1,0
O=C(COC(=O)CNC(=O)c1ccc(Cl)cc1)Nc1ncc(C(F)(F)F)cc1Cl,4,4,1.1,-4,0.9,-1,99,10,1,11
CNC(=S)N1CCn2cccc2C1c1ccc(F)cc1 (stereo unspecified),-2,-11,1.4,11,1.1,2,96,-9,1,13
COC(=O)C1=C(CSc2nnnn2C)NC(=O)NC1c1cc(C)ccc1C (stereo unspecified),0,10,1.2,-10,1,-11,97,5,1.1,-2
Cc1noc2ncnc(Sc3ccc(Cl)cc3)c12,16,6,0.99,-6,1.1,-4,107,-6,1,3
Cc1cc2c3nonc3ccc2n1-c1ccccc1,-10,17,1,-17,0.8,-9,100,16,1.1,0
CCOc1ccc(C2N(c3ccc(Cl)cc3)C(=O)C3CCCN32)cc1OC (stereo unspecified),0,-11,1.1,11,1,-5,86,-3,1.1,1
Cc1cccc(N2C(=S)NC3c4ccccc4OC2(C)C3C(=O)N(C)C)c1 (stereo unspecified),16,-7,1.1,7,1.1,-11,97,-12,1.1,2
CCOC(=O)N1CCN(C(=O)CSCc2ccccc2Cl)CC1,-7,-44,1.2,44,1,-3,104,4,1,4
CCN(CC)S(=O)(=O)c1ccc(C)c(NC(=O)COC(=O)CNC(=O)c2ccc(C(C)(C)C)cc2)c1,0,-7,0.99,7,0.8,81*,115,18,0.2,7
CCn1nc(C(=O)NC2=NCCS2)c2ccccc2c1=O,-2,5,1.2,-5,0.9,-3,96,11,1,-8
O=c1c(Cl)c(N2CCN(S(=O)(=O)c3ccccc3)CC2)cnn1-c1ccccc1,7,1,1.3,-1,1,-7,99,1,1.1,-14
COc1cc(C(=O)Nc2c(C)cc(C)cc2C)c(Br)c(OC)c1OC,11,-6,1.2,6,1,-1,105,-5,1,0

# Assay outcomes: PubChem, several laboratories
